FXIIa inh: human FXIIa protease inhibitors, primary screen, biochemical, single well. Coagulation factor XII (Homo sapiens), P00748. purified human FXIIa, AMC substrate fluorescence, 2 h. inhibition, % at 10 µM. 0.2% of 33,000 active. AID 701, 2007; in the data active means inhibition above about 30%;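 further: 0% = enzyme with vehicle only and 100% = no enzyme blank; many of its hits are not listed in these tables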
FXIa single inh: human FXIa protease inhibitors, primary screen, biochemical, single compound per well | Coagulation factor XI (Homo sapiens), P03951 | purified human FXIa, fluorogenic AMC substrate cleavage | inhibition, % at 10 µM | 0.3% of 33,000 active | AID 687, 2007;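 active means inhibition above 40% in the primary screen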;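 further: 0% = enzyme without compound and 100% = blank wells lacking enzyme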
Target sequence (P03951 19-387 limits assumed): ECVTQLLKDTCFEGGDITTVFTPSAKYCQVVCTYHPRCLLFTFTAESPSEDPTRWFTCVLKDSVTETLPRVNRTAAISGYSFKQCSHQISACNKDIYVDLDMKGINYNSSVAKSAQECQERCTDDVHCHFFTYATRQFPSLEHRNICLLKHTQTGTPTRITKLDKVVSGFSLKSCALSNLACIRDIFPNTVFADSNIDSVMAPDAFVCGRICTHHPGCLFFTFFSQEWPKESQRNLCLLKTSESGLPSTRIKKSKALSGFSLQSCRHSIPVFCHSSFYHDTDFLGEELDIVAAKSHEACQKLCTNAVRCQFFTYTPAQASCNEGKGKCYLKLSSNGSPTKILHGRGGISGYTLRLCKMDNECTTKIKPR
Target sequence (P03951 388-625 limits assumed): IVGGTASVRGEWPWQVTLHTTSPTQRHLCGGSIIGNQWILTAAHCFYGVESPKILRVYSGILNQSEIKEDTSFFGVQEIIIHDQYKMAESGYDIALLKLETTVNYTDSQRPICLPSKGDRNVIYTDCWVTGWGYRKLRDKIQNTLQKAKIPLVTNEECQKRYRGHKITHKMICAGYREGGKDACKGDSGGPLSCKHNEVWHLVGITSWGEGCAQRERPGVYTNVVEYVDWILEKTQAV
Starred values were filed as active, the others as inactive; & = joins results of further samples.

Results follow in this order: FXIIa inh, FXIa single inh
> Clc1ccc(C(c2ccccc2)N2CCNCC2)cc1 (stereo unspecified)
  4, 29
> Cc1ccccc1N(C(=O)Cn1nnc(-c2cccs2)n1)C(C(=O)NCCC(C)C)c1ccco1 (stereo unspecified)
  9, -7
> CCCCc1cc(=O)oc2cc(C)cc(O)c12
  3, -1
> O=C(Nc1ccccc1C(F)(F)F)c1cc(S(=O)(=O)N2CCC3(CC2)OCCO3)ccc1F
  8, -7
> CCCCOc1ccc(Cl)cc1CSc1n[nH]c(C)n1
  8, 3
> c1ccc(Cn2ncc3c(N4CCCCC4)ncnc32)cc1
  2, -1
> COC(=O)c1ccc(NC(=O)CSc2nnc(COc3c(C)cccc3C)o2)cc1
  4, 1
> Cc1ccc(S(=O)(=O)Nc2nc3ccccc3s2)cc1
  4, 4
> Cc1cccc(NC(=O)c2sccc2-n2cccc2)c1C
  4, -3
> CC1CCCN(CC(=O)Nc2ccc(S(=O)(=O)N3CCCCCC3)cc2)C1 (stereo unspecified)
  7, -3
> O=C(Nc1ccc2oc(-c3ccccc3F)nc2c1)c1cncc(Br)c1
  5, -2
> COc1ccc(N2CCN(Cc3nc(N)nc(Nc4ccc(C)c(Cl)c4)n3)CC2)cc1
  2, 3
> Cc1cc(C2N=C(N)Nc3nc4ccccc4n32)c(C)n1-c1ccccc1Cl (stereo unspecified)
  2, -4
> CCCn1nnc2sc3c(c2c1=O)CCC(C)C3 (stereo unspecified)
  6, 7
> COC(=O)c1ccc(NC(=O)C(=O)N2CCCC2)cc1
  -12, -14
> O=C(Cc1cccc2ccccc12)N1CCCc2ccccc21
  4, 2
> COc1ccc(CNC(=O)COC(=O)C2=COCCO2)cc1
  7, -5
> C=CCn1c(COc2ccc(CC)cc2)nnc1SCC(=O)NC1CCS(=O)(=O)C1 (stereo unspecified)
  4, 1
> CCOC(=O)N1CCN(C(=O)c2ccc3c(=O)n(CC4CCCO4)c(=S)[nH]c3c2)CC1 (stereo unspecified)
  9, 5
> Cc1cccn2c(=O)c3cc(C(=O)NCC4CCCO4)c(=N)n(CCN4CCOCC4)c3nc12 (stereo unspecified)
  4, 4
> O=C(CN1CCCCC1)Nc1cccc2c1OCO2
  1, -5
> Cc1ccccc1N1C(=O)c2ccccc2NC1c1ccncc1 (stereo unspecified)
  7, 2
> CCOC(=O)c1ccc(Oc2nc(NC)nc(OC)n2)cc1
  27, -1
> Cc1c(/C(O)=C2/C(=O)C(=O)N(Cc3cccnc3)C2c2cccs2)cnn1-c1ccccc1 (stereo unspecified)
  5, -2
> COc1cc(-c2cc(N)n(S(=O)(=O)c3ccccc3)n2)cc(OC)c1OC
  4, -1
> CCOc1ccc(N(Cc2cc3ccc(C)cc3[nH]c2=O)S(C)(=O)=O)cc1
  2, 8
> O=C1CN2C(=N1)N(Cc1ccccc1)c1ccccc12
  -9, 2
> COn1c(SCc2ccccc2)nc2ccccc2c1=O
  4, -6
> O=C(NCC1COc2ccccc2O1)C1C2C=CC3(CN(Cc4cccs4)C(=O)C13)O2 (stereo unspecified)
  3, 14
> Cc1ccc(-n2c(N)c(C(=O)NCc3ccco3)sc2=S)cc1
  5, 5
> Cc1ccc(CNC(=O)CCNS(=O)(=O)c2ccc(C)cc2)cc1
  1, -4
> COC(=O)c1cc(NC(=O)CSc2nncn2C)cc(C(=O)OC)c1
  7, 5
> CCn1c(SCC(=O)NCCc2ccc(OC)c(OC)c2)nc2c1c(=O)n(C)c(=O)n2C
  14, 0
> CCc1c(C)nc2ncnn2c1N1CCCC(C(=O)Nc2ccc(NC(C)=O)cc2)C1 (stereo unspecified)
  8, 7
> CCC(CC)C(=O)NCCN1CCN(C(=O)C(CC)CC)CC1
  21, 8
> O=C(Cn1cnc2c(nnn2Cc2ccc(F)cc2)c1=O)N1CCCCC1
  2, -7
> CCc1cc(C)cc(OCCNC(=O)c2ncn[nH]2)c1
  3, 2
> COc1cc(S(=O)(=O)N(CCc2ccccc2)Cc2cccs2)ccc1-n1cnnn1
  -17, 0
> Cn1cnc2cc(OC(=O)c3ccccc3)ccc21
  -10, 0
> COc1ccc(CCN(Cc2cc3cc4c(cc3[nH]c2=O)OCO4)C(C)=O)cc1OC
  3, -5
> COC(=O)c1sc(NC(=O)CSc2nncs2)c(C(=O)OC)c1C
  4, -7
> Cc1ccc(C)c(NC(=O)c2ccc(N(C)S(C)(=O)=O)cc2)c1
  -1, -4
> COC(=O)CSc1nnc(CNc2ccc(Cl)cc2)n1-c1ccccc1
  3, -8
> CC(C(=O)NC1CCCC1)N(Cc1ccc2c(c1)OCO2)C(=O)c1snc(C(N)=O)c1N (stereo unspecified)
  7, -4
> O=C(CNC(=O)c1cccs1)c1ccc(F)cc1
  8, 2

Grouped by structure: those above with two or more sulfur atoms (5)
Results follow in this order: FXIIa inh, FXIa single inh
> Cc1ccc(S(=O)(=O)Nc2nc3ccccc3s2)cc1
  4, 4
> C=CCn1c(COc2ccc(CC)cc2)nnc1SCC(=O)NC1CCS(=O)(=O)C1 (stereo unspecified)
  4, 1
> Cc1ccc(-n2c(N)c(C(=O)NCc3ccco3)sc2=S)cc1
  5, 5
> COc1cc(S(=O)(=O)N(CCc2ccccc2)Cc2cccs2)ccc1-n1cnnn1
  -17, 0
> COC(=O)c1sc(NC(=O)CSc2nncs2)c(C(=O)OC)c1C
  4, -7

Reformatted: 2 of the compounds above
mol | FXIIa inh | FXIa single inh
COC(=O)c1cc(NC(=O)CSc2nncn2C)cc(C(=O)OC)c1 | 7 | 5
CCCCc1cc(=O)oc2cc(C)cc(O)c12 | 3 | -1

Next part.
Results follow in this order: FXIIa inh, FXIa single inh
> CCCCN(CCCC)C(=O)CN(C)S(=O)(=O)c1ccc2c(c1)n(C)c(=O)c(=O)n2C
  4, -4
> Cc1ccccc1OCC(=O)Nc1ccc(C(N)=O)cc1
  -4, -4
> COC(=O)C1CCN(C(=O)COc2ccc(Cl)cc2)CC1
  -11, 3
> Cc1ccccc1NC(=O)C1CC(=O)N(c2ccccc2F)C1 (stereo unspecified)
  6, 2
> Cc1c(NS(=O)(=O)c2ccccc2)c(=O)n(-c2ccccc2)n1C
  6, -2
> Cc1nc2ccccc2n1CC(O)COC1CCCCC1 (stereo unspecified)
  7, 0
> OC(CNCC1CCCO1)Cn1c2ccc(Br)cc2c2cc(Br)ccc21 (stereo unspecified)
  2, 1
> Nc1ccc(C2CCCc3nonc32)c2nonc12 (stereo unspecified)
  4, 6
> CC1CC(C)CN(S(=O)(=O)c2cccc(C(=O)OCCN3CCCC3=O)c2)C1 (stereo unspecified)
  9, 8
> CCC(=O)Nc1nnc(-c2ccncc2)s1
  3, -5
> CCOc1ccc(NC(=O)CN(C)CC(=O)Nc2cc(Cl)ccc2C#N)cc1OCC
  15, 0
> Cc1ccc(CNC(=O)CSc2c3c(nc4cc(Cl)ccc24)CCCC3)o1
  7, -5
> COc1cc(C(c2c(C)[nH][nH]c2=O)c2c(C)[nH][nH]c2=O)ccc1OCc1ccc([N+](=O)[O-])cc1
  6, 1
> CCN1CCN(C(=O)CN(CC)S(=O)(=O)c2ccc(Cl)cc2)CC1
  0, 4
> CC1(C(=O)O)COC(c2ccc([N+](=O)[O-])cc2)OC1 (stereo unspecified)
  8, -7

Full records, quoted from the list. Order of screens: FXIIa inh	FXIa single inh
Entry for COc1cc(C(c2c(C)[nH][nH]c2=O)c2c(C)[nH][nH]c2=O)ccc1OCc1ccc([N+](=O)[O-])cc1 : 6	1
Entry for Cc1nc2ccccc2n1CC(O)COC1CCCCC1 (stereo unspecified) : 7	0
Entry for CCC(=O)Nc1nnc(-c2ccncc2)s1 : 3	-5
Entry for CCCCN(CCCC)C(=O)CN(C)S(=O)(=O)c1ccc2c(c1)n(C)c(=O)c(=O)n2C : 4	-4

3 entries from above, sorted by formula weight, ascending.
Results follow in this order: FXIIa inh, FXIa single inh
> Nc1ccc(C2CCCc3nonc32)c2nonc12 (stereo unspecified)
  4, 6
> Cc1ccccc1OCC(=O)Nc1ccc(C(N)=O)cc1
  -4, -4
> COC(=O)C1CCN(C(=O)COc2ccc(Cl)cc2)CC1
  -11, 3

Next section:
Results follow in this order: FXIIa inh, FXIa single inh
> Cc1ccc(-c2ccc(=O)n(CC(=O)Nc3cccc(C(=O)N4CCN(C)CC4)c3)n2)cc1
  -3, -6
> O=C(COC(=O)c1c2ccccc2cc2ccccc12)Nc1ncc(C(F)(F)F)cc1Cl
  -33, 13
> CCC(=O)N1CCN(c2ccccc2NC(=O)c2ccc(OC)c(Cl)c2)CC1
  -10, 19
> COc1ccccc1CCNC(=O)c1cnccn1
  5, 4
> CC(=O)Nc1ccc(S(=O)(=O)N2CCN(S(=O)(=O)N3CCCCCC3)CC2)cc1
  8, 0
> C(=N\Nc1nn[nH]n1)/c1ccccc1
  7, -6
> COC(=O)c1nnn(CC(=O)Nc2cccc(Cl)c2)c1C(=O)OC
  8, 9
> CCOC(=O)N1CCC(n2c(=S)[nH]c3ccccc3c2=O)CC1
  12, 4
> Cc1ccc(S(=O)(=O)NCCC2(C(C)C)CCOC(C)(C)C2)cc1 (stereo unspecified)
  -12, 28
> Cc1nn(CCC(=O)NNC(=S)Nc2cccc(Cl)c2)c(C)c1[N+](=O)[O-]
  -20, 0
> Cc1ccc(CN/C=C/C(=O)c2ccc(Br)cc2)cc1
  8, 7
> COC(=O)Nc1ccc(S(=O)(=O)N(C)CC(F)(F)C(F)F)cc1
  6, 0
> CC(=O)Nc1ccc(S(=O)(=O)N2CCN(Cc3cccnc3)CC2)cc1
  -14, 26
> Cc1ccc(C)c(OCC(=O)Nc2ccc(S(=O)(=O)N3CCN(C)CC3)cc2)c1
  6, -3
> CC1CCN(S(=O)(=O)c2ccc3ccccc3c2)CC1
  -12, 27
> O=C(CSc1cn(CCNC(=O)c2ccc3ccccc3c2)c2ccccc12)NCc1ccco1
  -15, -13
> CCC(C)(C)n1nnnc1C(c1ccc2ncccc2c1)N1CCCC(C)C1 (stereo unspecified)
  5, 2
> COc1ccccc1-n1cnc2cc(NS(=O)(=O)c3ccc(Br)cc3)ccc21
  4, 7
> Cc1cccc(NC(=S)N2CCC(N(C)CC3CCCO3)CC2)c1C (stereo unspecified)
  5, -5
> O=C1C(C=NCc2ccncc2)=C(O)c2ccccc21
  3, -3
> O=C(O)C1Cc2ccccc2CN1C(=O)c1ccccc1Cl (stereo unspecified)
  2, 6
> O=C1C2C3c4ccccc4C(c4ccccc43)C2c2nc3ccccc3n21 (stereo unspecified)
  6, 1
> COc1ccc(S(=O)(=O)N2CCC(C(=O)N3CCc4ccccc4C3)CC2)cc1Cl
  7, 61*
> CC1CCN(C(=O)CN2C(=O)c3ccccc3S2(=O)=O)CC1
  22, -5
> CN1CCN(CCCNC(=O)c2cn(C3CCCCC3)c(=O)c3c2c2ccccc2n3C)CC1
  3, 3
> CCOC(=O)CCN(Cc1sccc1C)S(=O)(=O)c1ccc(F)cc1
  -12, 20
> CCOCc1cnc(C)nc1NCC(=O)c1c(C)[nH]c2ccccc12
  6, -4
> O=S(=O)(c1ccc2ccccc2c1)N1CCN(C2CCN(Cc3ccccc3)CC2)CC1
  6, -10
> Cc1c(C)[n+](=O)c(-c2cccs2)c(C)n1[O-]
  4, 1
> Cc1ccc(-n2c(SCC(=O)NCc3ccc4c(c3)OCO4)nnc2-c2cccnc2)c(C)c1
  5, 5
> Cc1cccc(C(=O)Nc2oc(-c3ccccc3)cc2C#N)c1
  -10, -15
> CCOC(=O)c1c(NC(=O)CSc2nnc(Cc3ccccc3)o2)sc(C)c1C
  8, -1
> COC(=O)C(C)Sc1nnc(-c2ccncc2)o1 (stereo unspecified)
  3, -4
> O=C(Nc1ccc(Cl)c(Cl)c1)OCc1cnc(Cl)s1
  1, 2
> COc1ccc(C(=O)Nc2ccc(NC(=O)c3ccco3)c(Cl)c2)cc1OC
  12, -5
> CCn1c(COc2ccc(OC)cc2)nc2ccccc21
  1, 0
> Nc1nc(SCC(=O)NCCC(c2ccccc2)c2ccccc2)n[nH]1
  3, 23
> Cc1ccc(Oc2ccc(-c3nc(N)nc(N)n3)cc2)cc1C
  7, 3
> CCOc1ccc(NC(=O)Cn2nnc(C(=O)NCc3ccco3)c2N)cc1
  0, -1
> O=C(O)Cc1ccc(-c2ccccc2-c2ccccc2)cc1
  7, -3
> Cc1ccc(NC2OC(CO)C(O)C(O)C2O)cc1 (stereo unspecified)
  5, -1
> CC(=O)c1sc(NC(=O)C(C)C)nc1C
  2, -1
> C[C@]12CCC(=O)C=C1CC[C@@H]1[C@@H]2[C@@H](O)C[C@@]2(C)[C@H]1CC[C@]2(O)C(=O)COC(=O)CCC(=O)O
  9&-10, 13&-10
> Clc1cnc(N/N=C/c2cccs2)c(Cl)c1
  9, -6
> CCC(CC)NC(=O)CSc1nnc(-c2ccc(OC)cc2)n1C(C)C
  -11, 1
> O=C(O)C(Cc1ccccc1)NS(=O)(=O)c1ccc2c(c1)OCCO2 (stereo unspecified)
  3, 2
> CCc1ccc(C(=O)c2ccccc2C(=O)O)s1
  -16, 28
> O=S(=O)(Nc1cccnc1)c1cccc(C(F)(F)F)c1
  9, 1
> O=C1OCCC1Sc1nc2cc(Cl)ccc2n1Cc1ccccc1 (stereo unspecified)
  3, -17
> Cn1c(SC/C=C/c2ccccc2)nnc1-c1ccco1
  0, -5

Screens from PubChem BioAssay.

An excerpt, so the mix of outcomes need not match the whole.
